# TMEM16A inh: blocks the mouse calcium-activated chloride channel TMEM16A; normalized B-score (activity score, 25-100; higher = stronger inhibition) at 10 µM; HEK293 TMEM16A/YFP iodide influx fluorescence, ionomycin; Q8BHY3; 310,000 tested, 1.2% active;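 active means ratio plate-corrected score three or more library SD toward inhibition, starting fluorescence score within five deviations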;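 further: score derived from kinetic fluorescence span divided by baseline fluorescence per well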
# MrgX1 antag: human MrgX1 receptor antagonism, primary screen; Q96LB2; MRGX1-HEK293 calcium flux, Fluo-4, BAM8-22 antagonism; stronger effect = lower value; B-score at 10 µM; 310,000 tested, 1.3% active; AID 588676;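 active means calcium-response B-score plate-corrected more than 3 library SD below zero, starting fluorescence within 5 deviations, no agonist response on first addition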;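 further: peak minus trough fluorescence over baseline after final BAM8-22 challenge near maximal dose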
# Target sequence (Q96LB2 whole entry, looked up): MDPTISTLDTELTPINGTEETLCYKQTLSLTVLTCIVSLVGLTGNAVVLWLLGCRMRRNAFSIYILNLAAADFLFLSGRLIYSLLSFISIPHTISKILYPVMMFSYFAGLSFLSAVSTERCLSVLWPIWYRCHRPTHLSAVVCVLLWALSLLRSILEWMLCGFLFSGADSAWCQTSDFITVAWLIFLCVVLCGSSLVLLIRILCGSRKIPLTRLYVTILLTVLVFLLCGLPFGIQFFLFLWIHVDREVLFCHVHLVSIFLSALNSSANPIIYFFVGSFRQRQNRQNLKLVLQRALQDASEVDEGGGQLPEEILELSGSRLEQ
# RGS4 block: human RGS4 inhibition; HEK293 M3R/RGS4 inducible, Fluo-4 calcium flux; stronger effect = higher value; triggered by carbachol at its EC20; B-score at 10 µM; 310,000 tested, 0.45% active; AID 463165;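 active means B-score, a plate-corrected calcium signal, over three deviations above library mean, with baseline fluorescence within five deviations of library mean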;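 further: RGS4 expression induced by doxycycline in cells with stable M3 receptor; B-score is computed from the integrated fluorescence ratio over baseline after carbachol; higher B-score means a larger calcium signal and so more RGS4 inhibition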
# Target sequence (P49798 whole entry, looked up): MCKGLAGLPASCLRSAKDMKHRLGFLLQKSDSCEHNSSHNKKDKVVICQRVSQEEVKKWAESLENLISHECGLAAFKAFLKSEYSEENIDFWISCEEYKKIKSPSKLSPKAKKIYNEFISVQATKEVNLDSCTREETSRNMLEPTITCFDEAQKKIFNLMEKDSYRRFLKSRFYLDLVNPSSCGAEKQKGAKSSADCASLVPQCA
# RGS4 pot: RGS4 potentiation or activation | 310,000 tested, 0.92% active | AID 463111 | HEK293 M3R/inducible RGS4, carbachol calcium flux Fluo4; stronger effect = lower value | B-score at 10 µM;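 active means B-score of the integrated calcium signal more than 4 SD below the library mean, with starting fluorescence not abnormally high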;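 further: negative B-score means reduced calcium response which marks RGS4 activation or potentiation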
#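 Detection: kinetic calcium fluorescence imaging with Fluo4-AM dye, 2 µM / Material: HEK293 cells with stable M3R and inducible RGS4 / Schedule: recording 10 s baseline at 1 Hz, 100 s post-agonist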
# TRPC6 inh: blocks the mouse TRPC6 cation channel | Q61143 | HEK293-TRPC6, membrane potential dye, ACh-evoked depolarization; stronger effect = lower value | B-score at 10 µM | 310,000 tested, 1.1% active | AID 2553;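 active means B-score under library mean minus 3 SD, initial fluorescence not abnormally high, positive integrated signal ratio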;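 further: B-score derived from integrated fluorescence ratio over the kinetic read; more negative B-score means stronger inhibition of depolarization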
# ANO1 activ: mouse TMEM16A channel activation, primary screen; Q8BHY3; AID 623877; 340,000 tested, 0.3% active; B-score at 10 µM; HEK293 TMEM16A/YFP-H148Q/I152L, iodide quench fluorescence; stronger effect = lower value;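 active means fluorescence-ratio B-score plate-corrected deviation score at least 3 library SD below zero, with starting fluorescence score within 5 deviations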;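 further: channel opened by trigger with iodide after compound preincubation; score built on the fluorescence ratio of max minus min over baseline; more negative score means more quench and so TMEM16A activation or potentiation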
# TRPC6 activator: activates the mouse TRPC6 cation channel; HEK293-TRPC6 membrane potential dye fluorescence; stronger effect = higher value; 310,000 tested, 0.13% active; Q61143; B-score at 10 µM;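 active means B-score of the integrated fluorescence ratio above library mean plus 3 SD, and starting fluorescence ratio within library mean plus 5 SD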;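 further: higher score means more depolarization so channel activation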
# MrgX1 agonist: activates human MrgX1 receptor signaling; Q96LB2; MrgX1-HEK293 cells, Fluo-4 calcium fluorescence, agonist mode; stronger effect = higher value; B-score at 10 µM; 310,000 tested, 0.44% active;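 active means calcium response B-score plate-corrected fluorescence ratio at least 3 library SD, with starting fluorescence B-score inside 5 SD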
#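 Material – MrgX1-expressing HEK293 cells · Input – 15,000 cells seeded per well · Dosing – compound as first of three additions · Times – overnight seeding, then 1 h dark dye loading · Measured by – kinetic Fluo-4 NW fluorescence of intracellular calcium · Read-out – B-scored fluorescence response ratio · Benchmarks – positive and negative control wells on each plate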
# HDAC3 inh: inhibitors of human histone deacetylase 3. O15379. recombinant HDAC3, fluorogenic peptide/trypsin coupled, fluorescence. inhibition, % at 8.3 µM. 320,000 tested, 0.15% active. AID 2718; in the data active means inhibition above about 26%, passing the limit was not always enough
# Target sequence (O15379 whole entry, looked up): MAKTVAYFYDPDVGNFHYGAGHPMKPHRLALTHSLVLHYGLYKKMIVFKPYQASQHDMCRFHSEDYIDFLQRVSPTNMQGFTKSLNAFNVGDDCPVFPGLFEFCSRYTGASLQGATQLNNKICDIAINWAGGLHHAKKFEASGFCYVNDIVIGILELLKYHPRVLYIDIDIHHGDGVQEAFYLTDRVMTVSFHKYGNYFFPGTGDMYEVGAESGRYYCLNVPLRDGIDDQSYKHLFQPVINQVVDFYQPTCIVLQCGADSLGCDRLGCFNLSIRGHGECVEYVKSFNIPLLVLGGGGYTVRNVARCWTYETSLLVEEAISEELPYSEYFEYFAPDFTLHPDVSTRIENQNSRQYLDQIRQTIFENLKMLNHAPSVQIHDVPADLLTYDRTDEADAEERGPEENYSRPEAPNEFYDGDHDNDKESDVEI
# SKKanGAS inh: SKKanGAS growth inhibition | S. pyogenes SKKanGAS, kanamycin growth, BacTiter-Glo, 6 h | inhibition, % at 7.5 µM | 300,000 tested, 1.3% active | AID 1662;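 active means mean replicate score, as percent of positive control median, at least 50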;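 further: strain carries kanamycin resistance gene driven by streptokinase promoter and grows in 40 µg/ml kanamycin; loss of luminescence reflects streptokinase promoter inhibition or plain growth inhibition; 0% = median of DMSO wells and 100% = positive control at its reference dose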
# MrgX1 allo act: allosterically activates human MrgX1 receptor signaling; B-score at 10 µM; AID 588675; 310,000 tested, 0.63% active; MrgX1-HEK293, Fluo-4 calcium flux, FDSS; stronger effect = higher value;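 active means plate-corrected calcium response at least 3 library SD above typical, normal starting fluorescence, not activating the receptor alone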;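 further: compound read alongside a low EC10 to EC30 dose of BAM8-22 agonist; peak minus trough fluorescence over baseline measured at the second addition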
# * = called active by the depositor; i = inactive; · = not tested or not shown. Not a hit list; any-hit rate near 6.7%.
SMILES,TMEM16A inh,MrgX1 antag,RGS4 block,RGS4 pot,TRPC6 inh,ANO1 activ,TRPC6 activator,MrgX1 agonist,HDAC3 inh,SKKanGAS inh,MrgX1 allo act
c1ccc(-c2noc(CN3CCc4sccc4C3)n2)cc1,i,i,i,i,i,i,i,i,·,2.2,i
COc1ccc(OC)c(Cc2nnc(CCC(=O)NC3CCCC3)o2)c1,i,i,i,i,i,i,i,i,1.3,-11.5,i
CC(C)[C@H](NC(=O)c1ccccc1F)C(=O)Nc1ccc(F)c(F)c1,i,i,i,i,i,i,i,i,2.7,-1.7,i
Cc1ccc2[nH]c(=O)c(CC(=O)O)c(-c3ccccc3)c2c1,i,i,i,i,i,i,i,i,3.7,2.2,i
CCc1nc2c(c(=O)[nH]1)C(CC)(CC)Cc1ccccc1-2,i,i,i,i,i,i,i,i,-5.7,-0.8,i
COc1ccc(NC2CCCN(C(=O)CSc3ccccc3)C2)cc1OC (stereo not drawn),i,i,i,i,i,i,i,i,-8.8,2.2,i
COc1cc(O)c(C(CCN2CCN(c3ccccc3)CC2)c2ccc3c(c2)OCO3)c(OC)c1 (stereo not drawn),i,i,i,i,i,i,i,i,8.3,-0.1,i
Cn1cccc1C(=O)NC(=O)COC(=O)C12CC3CC(CC(O)(C3)C1)C2,i,i,i,i,i,i,i,i,-0.6,12.0,i
Cc1ccc(CN2[C@@H]3c4ccccc4C[C@@H]3OCCS2(=O)=O)cc1,i,i,i,i,i,i,i,i,6.8,-3.1,i
CN(C)S(=O)(=O)c1ccc2c(c1)nc(CCC(=O)Nc1ccc(N3CCOCC3)cc1)n2C,i,i,i,i,i,i,i,i,-13.1,0.1,i
Cc1nn(C)c(NC(=O)c2ccc([N+](=O)[O-])cc2)c1Cl,i,i,i,i,i,i,i,i,-3.4,-2.3,i
Cc1ccc(NC(=O)C(C)S)cc1 (stereo not drawn),i,i,i,i,i,i,i,i,4.8,4.3,i
CC(C)C(NC(=O)c1cccc(S(=O)(=O)N2CCOCC2)c1)C(=O)NCCc1ccccn1 (stereo not drawn),i,i,i,i,i,i,i,i,-3.8,8.2,i
CC(=O)Nc1cc[n+](CC(=O)c2cccc([N+](=O)[O-])c2)cc1,i,i,i,i,i,i,i,i,-1.3,13.3,i
COc1ccc(C2NCCC3(O)CCCCC23)c(OC)c1OC (stereo not drawn),i,i,i,i,i,i,i,i,-0.2,12.7,i
CCCCN(C)CCNC(=O)CCNC(=O)Cn1ccc2ccccc2c1=O,i,i,i,i,i,i,i,i,2.3,0.3,i
COc1cccc(CC(=O)OCC(=O)N2CCN(c3ccc(F)cc3)CC2)c1,i,i,i,i,i,i,i,i,-3.7,-2.0,i
O=C(CN1C(=O)COc2ccccc21)NCCN1CCc2ccccc2C1,i,i,i,i,i,i,i,i,3.2,-0.8,i
NS(=O)(=O)c1ccc2nc(NC(=O)Nc3ccccc3F)sc2c1,i,i,i,i,i,i,i,i,-0.5,-9.0,i
NC(=O)NC(=O)C(OC(=O)CCNS(=O)(=O)c1ccccc1)c1ccccc1 (stereo not drawn),i,i,i,i,i,i,i,i,20.0,-3.7,i
Cc1c(NC(=O)C(C)OC(=O)COc2cccc3c2OC(C)(C)C3)c(=O)n(-c2ccccc2)n1C (stereo not drawn),i,i,i,i,i,i,i,i,-2.5,5.4,i
CCc1ccc(/C=C2/SC(=S)N(CCC(=O)NCCCN3CCOCC3)C2=O)cc1,i,i,i,i,-5.76*,i,i,i,7.1,-0.7,i
COc1cccc(/C=N/NC(=O)CNC(=O)c2ccc(S(=O)(=O)N3CCOCC3)cc2)c1OC,i,i,i,i,i,i,i,i,-6.9,0.6,i
O=C(O)c1[nH]c2ccccc2c1CC(=O)N1CCN(c2ccccc2)CC1,i,i,i,i,i,i,i,i,2.5,-27.6,i
CC(C)(C)c1ccc(C(=O)Nc2ccc(Oc3cccnc3)nc2)cc1,100*,i,i,i,i,i,i,i,1.8,-2.9,i
CCc1nnc2sc(-c3ccc(NC(=O)c4ccc5c(c4)OCCO5)cc3)nn12,i,i,i,i,i,i,i,i,0.2,22.2,i
NNC(=O)c1ccc2[nH]c3c(c2c1)CCCC3,i,i,i,i,i,i,i,i,1.0,-24.1,i
Cc1nc2ccccc2c2oc(C(=O)N3CCN(c4ccc([N+](=O)[O-])cc4)CC3)cc12,i,i,i,i,i,i,i,i,-7.7,4.1,6.65*
Cc1n[nH]c(C)c1S(=O)(=O)N1CCc2ccccc21,i,i,i,i,i,i,i,i,-6.5,2.5,i
C=CCN(C(=O)c1ccccc1)c1ccc(OC)cc1,i,i,i,i,i,i,i,i,-4.0,-0.1,i
Cc1ccsc1-c1nc(CN2CCN(C)C(=O)[C@@H]2C)c(C)o1,i,i,i,i,i,i,i,i,1.8,2.9,i
Cc1ccc(C(=O)Nc2c(-c3cccs3)nc3cc(C)ccn23)cc1,i,i,i,i,i,i,i,i,1.4,1.5,i
CN1C(C(=O)NCc2cccs2)=CC(c2ccc(F)cc2)=NS1(=O)=O,i,i,i,i,i,i,i,i,-4.6,-2.2,i
COc1cc(C2OCC3C(c4ccc(OC5OC(CO)C(O)C(O)C5O)c(OC)c4)OCC23)ccc1O (stereo not drawn),i,i,i,i,i,i,i,i,-0.6,-1.7,i
O=C(O)c1ccc2nc(-c3ccccc3)c(-c3ccccc3)nc2c1,i,i,i,i,i,i,i,i,-3.3,18.0,i
CN(Cc1ccccc1)c1nnc(N)s1,i,i,i,i,i,i,i,i,-4.9,-4.8,i
O=C(NCc1cccnc1)/C(=C\c1ccc(-c2ccc(Cl)c(Cl)c2)o1)S(=O)(=O)c1ccccc1,i,i,i,i,i,-6.08*,i,i,11.8,-7.9,i
CCOc1cc(/C=N/NC(=O)C2CCCC2)ccc1O,i,i,i,i,i,i,i,i,9.2,1.2,i
O=C(CCC(=O)c1cccs1)OCC(=O)c1ccc(Cl)s1,i,i,i,i,i,i,i,i,-0.1,2.0,i
CCn1c(SCC(=O)NC2CCCC2)nnc1C(C)NC(=O)c1ccccc1F (stereo not drawn),i,i,i,i,i,i,i,i,-8.6,3.5,i
Cc1cccc(NC(=O)CN2CCCCCC2)c1,i,i,i,i,i,i,i,i,7.5,0.7,i
CCN(CC)CCOc1cccc(C(C)C)c1,i,i,i,i,i,i,i,i,-3.3,-4.1,i
CC(C)Cc1nnc(NC(=O)CCC(=O)NCCc2ccccc2)s1,i,i,i,i,i,i,i,i,-1.0,-2.7,i
COc1ccc(OC)c(CCNC(=O)CCCC(=O)n2ncc3cc(C)ccc32)c1,i,i,i,i,i,i,i,i,·,-3.7,i
COc1ccc(OCC(=O)Nc2c3c(nn2C(C)(C)C)CSC3)cc1,i,i,i,i,i,i,i,i,-4.7,1.5,i
COc1c(C)cc(C(=O)C2CCCN(Cc3ccc(Oc4ncccn4)cc3)C2)cc1C (stereo not drawn),i,i,i,i,i,i,i,i,5.9,-17.1,i
COCCCNC(=O)Nc1ccc(Br)cc1Cl,i,i,i,i,i,i,i,i,-2.8,-4.8,i
O=C1CC(c2ccc(Cl)cc2)n2nc(NS(=O)(=O)c3ccc(F)cc3)nc2N1 (stereo not drawn),i,i,i,i,i,i,i,i,-4.3,-9.9,i
Cc1ccccc1NS(=O)(=O)c1ccc(OCC(=O)N2CCCCC2)cc1,i,i,i,i,i,i,i,i,-3.4,-8.9,i
COc1ccc(C(=O)Nc2cccnc2)cc1OC,i,i,i,i,i,i,i,i,1.1,-15.8,i
COC(=O)c1ccc(CSc2nc3ccccc3o2)cc1,25*,i,i,i,i,i,i,i,2.8,1.7,i
CC(C)(C)c1ccc(CN2C(=O)CSC2=O)cc1,i,i,i,i,-5.15*,i,i,i,5.4,17.5,i
CCN(CC(=O)NC1CCCCC1)S(=O)(=O)c1ccc(Cl)cc1,i,i,i,i,i,i,i,i,-5.2,0.8,i
COC(=O)c1ccc(NC(=O)CN2CCN(S(=O)(=O)c3cc(Cl)ccc3OC)CC2)cc1,i,i,i,i,i,i,i,i,1.6,5.0,i
COc1ccc(-c2c(C)n([O-])c3c([n+]2=O)CCCC3)cc1OC,i,i,i,i,i,·,i,i,2.7,1.9,i
COc1ccc(C)cc1N(CC(=O)Nc1cccc(N(C)S(C)(=O)=O)c1)S(C)(=O)=O,i,i,i,i,i,i,i,i,1.8,-10.3,i
Brc1ccc2c(c1)C(C1=NCCN1)c1ccccc1CS2 (stereo not drawn),i,i,i,i,i,i,i,i,-2.2,-14.1,i
O=C(N/N=C/c1cccc(Cl)c1)C(c1ccncc1)N1CCOCC1 (stereo not drawn),i,i,i,i,i,i,i,i,-1.1,9.2,i
CCCCc1ccc(NC(=S)NCCCN2CCOCC2)cc1,i,i,i,i,i,i,i,i,5.0,8.8,i
CCCn1c(N)c(N(CCOC)C(=O)COC(=O)c2ccccc2NCCO)c(=O)[nH]c1=O,i,i,i,i,i,i,i,i,-66.4,10.3,i
# Further records follow.
SMILES,TMEM16A inh,MrgX1 antag,RGS4 block,RGS4 pot,TRPC6 inh,ANO1 activ,TRPC6 activator,MrgX1 agonist,HDAC3 inh,SKKanGAS inh,MrgX1 allo act
COc1cc(CNn2nnnc2N)cc(Br)c1OCc1c(Cl)cccc1Cl,i,i,i,i,i,i,i,i,2.1,-3.0,i
CC(=O)NC(Cc1ccc(C)cc1)C(=O)NC1CCN(C(=O)c2ccc([N+](=O)[O-])cc2)CC1 (stereo not drawn),i,i,i,i,i,i,i,i,-4.5,5.3,i
Cc1ccc(NS(=O)(=O)c2ccc3c(c2)NC(=O)CCS3)cc1C,i,i,i,i,i,i,i,i,2.9,0.5,i
C=CCSc1nc2sc3c(c2c(=O)n1CC=C)CCc1ccccc1-3,i,i,i,i,i,i,i,i,-1.2,39.1,i
COc1ccc(-c2noc(CCC(=O)N3CCC(C)CC3)n2)cc1,i,i,i,i,i,i,i,i,7.8,-1.2,i
CCOc1cc(CNCCN2CCOCC2)ccc1OCc1ccccc1Cl,i,i,i,i,i,i,i,i,-4.0,25.0,i
Clc1ccc(N2CCN(Cc3ccco3)CC2)cc1,i,i,i,i,i,i,i,i,0.3,-16.6,i
COc1ccccc1-c1nnc(NC(=O)Cc2ccccc2)o1,i,i,i,i,i,i,i,i,-3.8,-3.6,i
Cc1ccc(C)c(NC(=O)CN(C)C(=O)c2cc(S(=O)(=O)N3CCOCC3)ccc2N2CCCC2)c1,i,i,i,i,i,i,i,i,1.5,-0.8,i

# Screens from PubChem.
